# Screening data: PubChem BioAssay, Broad Institute
# GASC1 inh: inhibitors of human demethylase GASC-1 KDM4C; Q9H3R0; GST-KDM4C 2-372, H3K9me3 peptide, LANCE TR-FRET; inhibition, % at 12.5 µM; actives 0.15% (n = 96,000);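 active = mean replicate inhibition above about 25%, with at least 55% of replicates also reaching it, limit read from the data, passing the limit was not always enough; inconclusive = only one of those two conditions met; inactive = neither condition met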
# Target sequence (Q9H3R0 2-372 limits assumed): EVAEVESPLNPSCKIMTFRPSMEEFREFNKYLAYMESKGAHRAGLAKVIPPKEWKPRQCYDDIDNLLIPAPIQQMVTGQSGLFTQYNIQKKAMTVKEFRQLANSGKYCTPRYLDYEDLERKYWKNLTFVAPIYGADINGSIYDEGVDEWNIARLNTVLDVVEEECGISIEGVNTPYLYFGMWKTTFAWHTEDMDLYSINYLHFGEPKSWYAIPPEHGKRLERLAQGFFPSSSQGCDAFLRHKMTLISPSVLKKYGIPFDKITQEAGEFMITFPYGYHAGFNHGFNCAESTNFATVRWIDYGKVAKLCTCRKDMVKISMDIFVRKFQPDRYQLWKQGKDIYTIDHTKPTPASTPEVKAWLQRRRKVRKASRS
#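 Test system – GST-tagged GASC-1 (JMJD2C) catalytic fragment, aa 2-372 · Medium – HEPES buffer, pH 7.5, plus ascorbate · Reagent – H3K9me3 peptide with Fe(II)/2OG · Compound – one test concentration per compound · Timing – 30 min reaction, 60 min detection, RT · Technique – TR-FRET with Eu antibody and ULight streptavidin, EDTA stop · Read-out basis – inhibition from TR-FRET ratio decrease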
# Tcruzi prolif: blocks T. cruzi growth in NIH3T3 culture. T. cruzi beta-gal in NIH3T3, GalScreen luminescence, 90 h. inhibition, % at 8.34 µM. actives 5.9% (n = 77,000). AID 624255;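 active = mean inhibition above about 93%, with at least 55% of replicates each passing it, limit read from the data, passing the limit was not always enough; inconclusive = only one of those two conditions holds; inactive = neither condition holds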
# C diff HTS: blocks growth of Clostridium difficile | actives 0.25% (n = 86,000) | growth activity, negative = inhibition, % at 16 µg/mL (by protocol) | Clostridium difficile clinical isolate growth, OD600, 24 h; stronger effect = lower value;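 active = mean growth activity at or below -80% and every replicate also at or below -80%; inconclusive = mean at or below -80% but some replicate above -80%; inactive = mean growth activity above -80%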;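 also: 0% = DMSO wells and -100% = levofloxacin 16 µg/mL wells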
# Pf Dd2 inh: blocks growth of Plasmodium falciparum Dd2 parasites. P. falciparum Dd2 growth, SYBR Green, 72 h; stronger effect = lower value. activity change, % at 10 µM. actives 2.3% (n = 94,000). AID 1159554; in the data active = activity change below about -80%; inconclusive = no clear call, values can overlap the other calls
# An asterisk follows results filed as active; ? = inconclusive; nt = no result given; & = joins results of further samples.
SMILES,GASC1 inh,Tcruzi prolif,C diff HTS,Pf Dd2 inh
O=C([C@@H]1[C@@H](CO)[C@@H]2Cn3c(ccc(C4=CCCC4)c3=O)[C@@H]2N1CC1CC1)N1CCCCC1,0.4,57,-3,nt
CCNC(=O)C[C@@H]1CC[C@@H]2[C@H](COC[C@H](O)CN2Cc2ccc(Cl)c(Cl)c2)O1,3.2,26,nt,-4
CO[C@@H]1CN(C)C(=O)c2ccc(NC(=O)C3CCC3)cc2OC[C@H](C)N(Cc2ccc(F)cc2)C[C@H]1C,0.9,64,nt,nt
C[C@H](CO)N1C[C@H](C)[C@H](CN(C)Cc2ccccc2C(=O)O)Oc2cc(-c3ccc(C(=O)N(C)C)cc3)ccc2S1(=O)=O,0.8,14,-9,19
C[C@H]1CN([C@@H](C)CO)C(=O)CCCn2cc(nn2)CO[C@H]1CN(C)S(=O)(=O)c1ccc2c(c1)OCCCO2,0.0,-14,nt,6
C[C@H]1CN([C@@H](C)CO)C(=O)Cc2cc(NS(=O)(=O)c3ccccc3)ccc2O[C@H]1CN(C)CC1CCCCC1,-2.6,43,-14,-10
C[C@H]1CN([C@@H](C)CO)C(=O)CCCn2cc(nn2)CO[C@H]1CN(C)S(=O)(=O)c1cccc(C#N)c1,1.0,nt,0,62
O=C(C[C@@H]1C=C[C@@H](NC(=O)Nc2ccc3c(c2)OCO3)[C@@H](CO)O1)NCc1ccc2c(c1)OCO2,2.0,3,-1,2
CN1[C@@H]2c3ccc(-c4ccccc4)c(=O)n3C[C@H]1[C@H](CO)[C@H]2C(=O)NCC1CC1,-1.0,55,-1,7
CCS(=O)(=O)Nc1ccc2c(c1)C(=O)N(C)[C@@H]1CC[C@@H](CC(=O)NC)O[C@H]1CO2,-1.0,8,3,-5
COc1ccc(NC(=O)N(C)C[C@H]2Oc3ccc(NC(=O)C4CCCCC4)cc3CC(=O)N([C@H](C)CO)C[C@H]2C)cc1,-0.8,17,0,7
COc1ccc(NC(=O)N(C)C[C@@H]2OCCCC[C@@H](C)Oc3ccc(NS(=O)(=O)c4ccc(OC)cc4)cc3C(=O)N([C@@H](C)CO)C[C@@H]2C)cc1,1.2,nt,8,-71
CCN1[C@H](C(=O)NCc2ccc(F)cc2)[C@@H](CO)[C@@H]2Cn3c(ccc(-c4ccccc4OC)c3=O)[C@@H]21,1.3,104*,10,nt
COc1ccc2c3c(n(C)c2c1)[C@H](CO)N(C(=O)Cc1ccccn1)CC31CCN(CC2CCCCC2)CC1,-0.9,nt,5,-69
C[C@@H]1CN([C@H](C)CO)C(=O)c2cc(NC(=O)Cn3cnnn3)ccc2O[C@H]1CN(C)C(=O)Nc1ccc2c(c1)OCO2,7.4,-132,nt,-4
COc1ccccc1NC(=O)N[C@@H]1CC[C@@H](CCNS(=O)(=O)c2ccc(Cl)cc2)O[C@@H]1CO,-0.2,38,-7,-6
CCCNC(=O)N[C@H]1C=C[C@H](CC(=O)NCCc2ccccc2)O[C@@H]1CO,0.2,-20,nt,36
COc1ccc(C#Cc2cnc3c(c2)C(=O)N([C@@H](C)CO)C[C@H](C)[C@H](CN(C)CC2CC2)O3)cc1,-1.0,nt,-3,-76
COc1ccc(NC(=O)N(C)C[C@@H]2Oc3c(NC(=O)c4ccc(-c5nccs5)cc4)cccc3C(=O)N([C@@H](C)CO)C[C@@H]2C)cc1,0.7,-3,-4,0
Cc1ccc(S(=O)(=O)Nc2ccc3c(c2)C(=O)N([C@@H](C)CO)C[C@@H](C)[C@H](CN(C)C(=O)Nc2ccc4c(c2)OCO4)OCCCC[C@@H](C)O3)cc1,1.0,nt,6,9
C[C@H](CO)N1C[C@H](C)[C@H](CN(C)C(=O)Nc2ccc3c(c2)OCO3)OCCCC[C@H](C)Oc2ccc(NC(=O)CCCCCC(=O)Nc3ccccc3N)cc2C1=O,1.3,65,11,-58
C[C@@H]1CN([C@H](C)CO)C(=O)c2cc(Br)cnc2O[C@@H]1CN(C)C(=O)c1ccccc1,2.5,nt,-14&-3,13&9
Cc1ccc(S(=O)(=O)N[C@@H]2CC[C@H](CC(=O)N3CCC(Cc4ccccc4)CC3)O[C@@H]2CO)cc1,-1.3,42,-5,-10
OC[C@H]1[C@@H](c2ccc(C#CC3CCCC3)cc2)[C@@H]2CN(CCC(F)(F)F)CCCCN12,-0.4,73,23,-78
Cc1noc(C)c1S(=O)(=O)Nc1cccc2c1O[C@@H](CN(C)Cc1ccc(Oc3ccccc3)cc1)[C@@H](C)CN([C@@H](C)CO)C2=O,0.0,-6,0,-32
C[C@@H]1CN([C@H](C)CO)C(=O)c2cc(NC(=O)Nc3ccc(F)cc3)ccc2O[C@@H](C)CCCCO[C@H]1CN(C)S(=O)(=O)c1cn(C)cn1,2.1,18,nt,20
CN(C)C(=O)c1ccc(-c2ccc([C@H]3[C@@H](CO)N4CCCCN(C(=O)C5CCC5)C[C@@H]34)cc2)cc1,nt,106*,1,26
C[C@@H]1CN([C@H](C)CO)C(=O)c2cc(NC(=O)Nc3cccc4ccccc34)ccc2O[C@H]1CN(C)Cc1ccc(Oc2ccccc2)cc1,0.1,112*,7,-53
CCCC(=O)Nc1ccc2c(c1)C(=O)N(C)[C@@H]1CC[C@@H](CC(=O)NCCN3CCCCC3)O[C@H]1CO2,0.5,3,-10,11
COc1ccccc1-c1cccc(-c2nc(C(=O)N3CCOCC3)cc3c2[C@@H](CCO)N([S@](=O)C(C)(C)C)C3)c1,1.5,3,nt,7
Cc1ccc(S(=O)(=O)N(C)C[C@H]2Oc3c(NS(=O)(=O)c4c(C)noc4C)cccc3C(=O)N([C@@H](C)CO)C[C@H]2C)cc1,0.4,42,-4,-40
CN(C)C(=O)C[C@H]1C[C@@H]2c3cc(NC(=O)Nc4ccccc4)ccc3O[C@@H]2[C@@H](CO)O1,0.7,-1,-1,-12
CCC(=O)Nc1ccc2c(c1)C(=O)N(C)C[C@@H](OC)[C@H](C)CN(C(=O)COC)[C@@H](C)CO2,0.7,nt,nt,16
O=C(C[C@H]1C=C[C@H](NC(=O)NC2CCCCC2)[C@H](CO)O1)NCc1ccc(Cl)cc1,-1.1,6,-2,1
CCC(=O)N1CC2(C1)[C@H](c1ccccc1)[C@@H](CO)N2Cc1ccccc1F,-1.6,nt,-7,11
O=C(Nc1cc(F)ccc1F)N1CCCCN2[C@H](CO)[C@H](c3ccc(-c4ccccc4)cc3)[C@H]2C1,-0.8,41,48,-71
COc1ccc(S(=O)(=O)N(C)C[C@@H]2Oc3c(NC(=O)CCCCCC(=O)Nc4ccccc4N)cccc3C(=O)N([C@H](C)CO)C[C@@H]2C)cc1,-2.5,nt,0,-85*
CO[C@H]1CN(C)C(=O)c2cc(NC(C)=O)ccc2OC[C@H](C)N(C(=O)c2ccccc2)C[C@H]1C,0.7,-47,-2,nt
COCc1cn(CC[C@@H]2CC[C@H](NC(=O)Nc3ccc(F)cc3)[C@@H](CO)O2)nn1,-0.2,19,2,3
O=C1CN(Cc2ccc(F)cc2)C[C@H]2[C@H](c3ccc(Br)cc3)[C@@H](CO)N12,-1.8,nt,8,24
COc1cccc(-c2ccc([C@H]3[C@H](C#N)N(C(=O)Cc4ccncc4)[C@H]3CO)cc2)c1,0.3,?,6,?
COc1ccccc1-c1ccc([C@H]2[C@@H](CO)N(C(=O)C3CCCCC3)[C@H]2C#N)cc1,0.1,74,3,6
C[C@H](CO)N1C[C@H](C)[C@@H](CN(C)CC2CCCCC2)Oc2c(NC(=O)NC3CCCCC3)cccc2C1=O,nt,55,2,-1
C[C@@H]1CN([C@@H](C)CO)C(=O)c2cc(NS(=O)(=O)c3ccc(F)cc3)ccc2O[C@H]1CN(C)Cc1ccc(Cl)c(Cl)c1,0.5,?,16,7
C[C@H]1CN([C@@H](C)CO)C(=O)c2cc(NC(=O)c3ccncc3)ccc2O[C@@H]1CN(C)Cc1ccc(C(=O)Nc2ccccc2N)cc1,-0.8,nt,5,-86*
O=C(c1cccc(F)c1)N1CC(=O)N2[C@@H](CO)[C@H](c3ccc(C4=CCCC4)cc3)[C@@H]2C1,-0.7,nt,-1,10
C[C@@H]1CN([C@H](C)CO)C(=O)c2cccc(NC(=O)c3ccc(-c4nccs4)cc3)c2O[C@H]1CN(C)S(=O)(=O)c1ccccc1,-0.3,29,5,8
CCCN(C)C[C@@H]1Oc2cc(-c3ccc(OC)cc3)ccc2S(=O)(=O)N([C@H](C)CO)C[C@@H]1C,-0.9,48,6,-59
COc1ccc2c3c([nH]c2c1)[C@H](CO)N(C(=O)C1CCCCC1)CC31CCN(S(C)(=O)=O)CC1,1.5,nt,-8,2
N#Cc1ccc(-c2ccc([C@@H]3[C@@H]4CN(C(=O)Nc5ccc6c(c5)OCO6)C[C@H]3N4)cc2)cc1,1.5,nt,22,-87*
CNC(=O)C[C@H]1CC[C@@H]2[C@H](COC[C@@H](O)CN2C(=O)c2ccccn2)O1,-0.9,11,nt,3
C[C@@H]1CN([C@H](C)CO)C(=O)c2cc(NC(=O)Cn3cnnn3)ccc2O[C@@H]1CN(C)C(=O)Nc1ccccc1,-0.1,-42,-3,1
COc1cccc(-c2cnc3c(c2)C(=O)N([C@@H](C)CO)C[C@@H](C)[C@H](CN(C)Cc2ccncc2)O3)c1,2.0,12,1,-1
CC(C)NC(=O)N(C)C[C@@H]1OCCCC[C@@H](C)Oc2ccc(NS(=O)(=O)c3cccs3)cc2C(=O)N([C@H](C)CO)C[C@H]1C,0.8,-20,-1,nt
COc1ccc(CN(C)C[C@H]2OCCCC[C@H](C)Oc3ccc(NS(=O)(=O)c4ccc(Cl)cc4)cc3C(=O)N([C@@H](C)CO)C[C@@H]2C)cc1,-0.8,?,6,-41
OC[C@H]1[C@@H](c2ccc(C3=CCCC3)cc2)[C@H]2CN(CCC(F)(F)F)CCCCN21,nt,91,10,-72
C[C@@H]1CN([C@H](C)CO)C(=O)c2cccc(NC(=O)c3nc4ccccc4s3)c2O[C@@H]1CN(C)S(=O)(=O)c1cccs1,-0.5,51,-5,4
OC[C@H]1[C@@H]2c3ccccc3NC[C@@H]2N1CC1CCOCC1,-0.4,3,2,9
C[C@@H]1CCCCO[C@H](CN(C)C(=O)CCC(F)(F)F)[C@@H](C)CN([C@H](C)CO)C(=O)c2cc(NC(=O)c3ccccc3)ccc2O1,-1.7,9,-1,30
CC(=O)N(C)C[C@@H]1Oc2cc(C#Cc3ccc(F)cc3)ccc2S(=O)(=O)N([C@H](C)CO)C[C@H]1C,-0.6,44,1,-74
# (list continues)
SMILES,GASC1 inh,Tcruzi prolif,C diff HTS,Pf Dd2 inh
COc1ccc(S(=O)(=O)N(C)C[C@@H]2Oc3c(NC(=O)Nc4ccc(C(F)(F)F)cc4)cccc3C(=O)N([C@H](C)CO)C[C@@H]2C)cc1,-1.4,58,24,-34
CCC(=O)Nc1ccc2c(c1)C(=O)N(C)[C@H]1CC[C@@H](CC(=O)N3CCc4ccccc4C3)O[C@@H]1CO2,1.1,-25,-2,-1
COc1ccc(C#Cc2cnc3c(c2)C(=O)N([C@@H](C)CO)C[C@@H](C)[C@H](CN(C)C(=O)CC2CC2)O3)cc1,-0.7,39,-1,-61
CO[C@@H]1CN(C)C(=O)c2ccc(NC(C)=O)cc2OC[C@@H](C)N(C(=O)C2CCOCC2)C[C@H]1C,-0.7,-13,nt,-70
C[C@H]1CN([C@@H](C)CO)C(=O)CCCn2nncc2CO[C@H]1CN(C)C(=O)c1cc(-c2ccccc2)on1,nt,-5,-3,-10
CCCN1C[C@@H](C)[C@@H](OC)CN(C)C(=O)c2cc(NC(=O)NC3CCCCC3)ccc2OC[C@@H]1C,0.1,52,nt,nt
C[C@@H]1CN([C@H](C)CO)C(=O)Cc2cc(NS(=O)(=O)c3ccccc3)ccc2O[C@H]1CN(C)Cc1ccc(Oc2ccccc2)cc1,-1.8,69,64,-18
COc1cccc(S(=O)(=O)N2CCCCN3[C@H](CO)[C@@H](c4ccc(C#CC5CC5)cc4)[C@H]3C2)c1,-1.7,104*,33,-27

# Quoted from the entries so far, five compounds:
SMILES,GASC1 inh,Tcruzi prolif,C diff HTS,Pf Dd2 inh
CO[C@@H]1CN(C)C(=O)c2ccc(NC(C)=O)cc2OC[C@@H](C)N(C(=O)C2CCOCC2)C[C@H]1C,-0.7,-13,nt,-70
C[C@H]1CN([C@@H](C)CO)C(=O)CCCn2nncc2CO[C@H]1CN(C)C(=O)c1cc(-c2ccccc2)on1,nt,-5,-3,-10
CCCN1C[C@@H](C)[C@@H](OC)CN(C)C(=O)c2cc(NC(=O)NC3CCCCC3)ccc2OC[C@@H]1C,0.1,52,nt,nt
C[C@@H]1CN([C@H](C)CO)C(=O)Cc2cc(NS(=O)(=O)c3ccccc3)ccc2O[C@H]1CN(C)Cc1ccc(Oc2ccccc2)cc1,-1.8,69,64,-18
COc1cccc(S(=O)(=O)N2CCCCN3[C@H](CO)[C@@H](c4ccc(C#CC5CC5)cc4)[C@H]3C2)c1,-1.7,104*,33,-27
